# D2 potentiator: positively modulates the human D2 dopamine receptor allosterically. potentiation, % at 10 µM. 0.34% of 340,000 active. HEK293 T-REx D2, calcium flux, EC20 dopamine potentiation. AID 485347;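 active = potentiation over 3 SD above the plate norm, cut at about 30% in these data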; note: 0% is about no effect
# Target sequence (P14416 whole entry, looked up): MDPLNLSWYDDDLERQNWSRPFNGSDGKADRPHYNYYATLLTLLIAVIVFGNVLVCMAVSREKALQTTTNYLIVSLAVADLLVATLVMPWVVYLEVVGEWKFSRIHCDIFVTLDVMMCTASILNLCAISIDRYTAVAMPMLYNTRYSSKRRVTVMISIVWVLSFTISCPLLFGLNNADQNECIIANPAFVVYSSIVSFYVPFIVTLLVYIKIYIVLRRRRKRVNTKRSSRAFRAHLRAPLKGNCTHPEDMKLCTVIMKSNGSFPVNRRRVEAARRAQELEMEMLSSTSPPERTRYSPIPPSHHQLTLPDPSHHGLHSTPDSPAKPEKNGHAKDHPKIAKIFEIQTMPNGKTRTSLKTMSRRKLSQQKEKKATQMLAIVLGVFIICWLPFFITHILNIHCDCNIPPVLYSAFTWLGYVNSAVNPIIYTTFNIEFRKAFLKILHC
#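 Potentiation of an EC20 dopamine calcium response measured kinetically over 180 s, after a preceding 180 s compound-only read flagging agonists. Cells: inducible Hek293 Trex D2 line, 4000/well, cultured overnight at 30 C before dye loading.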
# TRHR enhancer: TRH receptor (human) allosteric enhancement | TRHR cells, fluo-8 calcium fluorescence, EC20 TRH enhancement | 0.66% of 360,000 active | enhancement, % at 2 µM | AID 493056; in the data active = enhancement above about 30%; note: 0% is about no effect
#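 Enhancer read-out: after compound pinning and an initial kinetic agonist-mode read, an EC20 of TRH (10 nM final) was injected and fluo-8 calcium signal (Ex 480/Em 530) followed at 1 s/cycle for 100 cycles in TRHR-expressing cells.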
# RXFP1 antagonist: antagonists of human relaxin receptor RXFP1; Q9HBX9; HEK293-RXFP1, relaxin-stimulated cAMP HTRF, 30 min; active compounds read low; activity change, negative = inhibition, % at 57.5 µM; 0.59% of 350,000 active;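 active = activity change of -60% or lower, but not beyond a set lower limit; inconclusive = change between -60% and -40%, or beyond the set limit; inactive = change above -40%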; note: % is set by controls: 0 for no effect and ±100 for the full control effect
# D1 ag: agonists of human D1 dopamine receptor | activation, % at 2 µM | HEK293 T-REx D1 cells, calcium flux, agonist mode | 1% of 360,000 active | P21728; in the data active = activation above about 30%; note: 0% is about no effect
# Target sequence (P21728 whole entry, looked up): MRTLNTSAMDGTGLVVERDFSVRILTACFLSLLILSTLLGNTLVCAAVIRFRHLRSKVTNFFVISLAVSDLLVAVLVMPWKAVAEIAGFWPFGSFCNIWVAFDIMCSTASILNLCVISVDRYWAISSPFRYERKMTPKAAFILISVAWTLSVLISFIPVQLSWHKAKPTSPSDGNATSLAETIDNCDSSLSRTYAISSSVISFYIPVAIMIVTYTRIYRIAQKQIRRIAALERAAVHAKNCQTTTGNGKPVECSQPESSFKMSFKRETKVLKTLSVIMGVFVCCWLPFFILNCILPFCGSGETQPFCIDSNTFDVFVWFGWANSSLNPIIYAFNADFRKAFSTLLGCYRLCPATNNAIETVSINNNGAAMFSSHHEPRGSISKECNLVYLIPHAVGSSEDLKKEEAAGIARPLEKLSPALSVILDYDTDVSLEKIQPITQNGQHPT
#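 Agonism was scored from calcium flux recorded over 180 s (1 read/s) after pintool compound addition, following a 10-cycle baseline. Cells were inducible force-coupled HEK293 TREx D1, plated overnight at 30 C and loaded with no-wash calcium dye.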
# RXFP1 ag: activates the human relaxin receptor RXFP1 | HEK293T-RXFP1 cAMP TR-FRET, 30 min; response scale: percent of porcine relaxin response, buffer zero | Potency, µM (highest dose often 57.5 µM), without a hit: at the highest dose activation, usual class: activators | 0.3% of 370,000 active; note: potency is the fitted concentration of half-maximal effect; % is set by controls: 0 for no effect and ±100 for the full control effect; nearly all actives have a fitted effect of over 60% in size; many of its hits are not listed in these tables
#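 HEK293T cells stably expressing RXFP1 were pretreated with the PDE4 inhibitor Ro 20174, exposed to compounds for 30 min at 37C, lysed, and cAMP was read by TR-FRET. Data normalized to buffer (basal) and 29 nM porcine relaxin (100%).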
# D1 antagonist: antagonists of human D1 dopamine receptor; P21728; HEK293 TREx D1 cells, calcium flux, dopamine EC80; active compounds read low; activity change, negative = inhibition, % at 10 µM; 3.2% of 360,000 active; AID 504652; in the data active = activity change below about -30%; note: % is set by controls: 0 for no effect and ±100 for the full control effect
#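 Cells carrying a force-coupled, tetracycline-inducible human D1 receptor report calcium flux. Each well gets a 10 s baseline, compound with 180 s monitoring, then an EC80 dopamine stimulus with a second 180 s kinetic read.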
# D1 potentiator: human D1 dopamine receptor positive modulation; 0.036% of 360,000 active; AID 504651; potentiation, % at 10 µM; HEK293 TREx D1 cells, calcium flux, dopamine EC20 potentiation; in the data active = potentiation above about 30%; note: 0% is about no effect
# TRHR agonist: agonists of human TRH receptor; P34981; TRHR cells, calcium flux fluo-8, FDSS agonist mode; activation, % at 2 µM; 0.18% of 360,000 active; in the data active = activation above about 30%; note: 0% is about no effect
#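 Fluo-8-loaded TRHR cells; 10 s baseline, compound added, kinetic Ca2+ fluorescence read 1/s, agonist mode.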
# Anesthetic bind: binds horse apoferritin like a general anesthetic; apoferritin/1-aminoanthracene competitive binding, fluorescence; Potency, µM (doses to about 77.5 µM), for inactives: top-dose activity change, negative = displacement, hits mostly inhibitors; 0.074% of 350,000 active; AID 485281; note: potency is the fitted concentration of half-maximal effect; % is set by controls: 0 for no effect and ±100 for the full control effect; nearly all actives have a fitted effect of over 20% in size
# Target sequence (P02791 2-175 limits assumed): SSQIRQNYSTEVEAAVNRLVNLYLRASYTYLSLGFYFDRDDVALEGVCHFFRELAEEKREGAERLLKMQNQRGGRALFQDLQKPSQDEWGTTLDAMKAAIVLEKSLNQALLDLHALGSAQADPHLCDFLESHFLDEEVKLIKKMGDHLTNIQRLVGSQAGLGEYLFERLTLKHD
#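 Concentration-response curves derived by four-parameter Hill fitting of normalized fluorescence, where compounds displaced 1-AMA from 10 uM horse apoferritin following a brief 10 min room-temperature incubation; propofol titration acted as positive control.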
# * = called active by the depositor; u = inconclusive; x = no result given; [ ] = another dose, or the depositor's remark. Unless noted, calls come from the whole dose curve; as a rule, active = well fitted curve in the direction sought with a large enough effect; inconclusive = small, poorly fitted or top-dose-only effect, or another doubt; inactive = no such curve, though single readings can be large; an effect the other way counts as inactive or inconclusive. An excerpt (hit frequency here may not be typical).
SMILES,D2 potentiator,TRHR enhancer,RXFP1 antagonist,D1 ag,RXFP1 ag,D1 antagonist,D1 potentiator,TRHR agonist,Anesthetic bind
CNC(=S)NNC(=O)c1sccc1C,-8.8,-7.0,1.4,2.5,0.0%,-1.7,-13.2,0.2,-7.0%
COc1ccccc1-n1cn[nH]c1=S,0.7,-2.2,-12.2,2.0,-0.4%,1.7,-1.4,-0.1,3.6%
CC(C)C(NC(=S)Nc1ccccc1)C(=O)O (stereo not drawn),2.7,18.3,-5.6,4.0,1.4%,-9.6,-6.2,0.1,-2.3%
COc1ccc2oc(=O)cc(CN3CCN(C(=O)c4ccccc4)CC3)c2c1,-2.0,-6.8,-1.9,0.6,2.9%,7.2,-0.1,-0.2,-7.6%
Cc1cc(C(=O)N(C)Cc2c(F)cccc2Cl)c2ccccc2n1,-9.2,4.9,-7.4,3.4,5.8%,-8.1,-2.5,0.0,6.8%
CCCc1cc(=O)[nH]c(SCC(=O)N2CCN(c3ccc(F)cc3)CC2)n1,7.3,14.5,6.9,1.8,-0.3%,11.0,-6.4,1.3,2.0%
COc1ccc(NC(=O)CN(C)C(=O)C2=NN(c3ccccc3)C(=O)CC2)cc1,1.8,-2.7,3.1,0.6,0.7%,-4.9,9.2,0.2,x
O=C(NC1CCCCC1)C1CCCN(S(=O)(=O)c2ccc(F)cc2)C1 (stereo not drawn),4.7,-0.4,-13.4,2.0,3.9%,-4.1,-9.2,-1.6,3.1%
CCOc1ccccc1NC(=O)CSc1nnc(CNC(=O)COc2ccc(Cl)cc2)o1,-4.2,-10.0,2.9,5.5,0.9%,-38.0*,-8.7,-0.4,1.2%
O=C(NCCCN1CCOCC1)c1cc(-c2ccc3c(c2)OCO3)nc2ccccc12,-0.5,-2.2,x,3.0,0.0%,-0.4,1.1,-0.1,-7.9%
Cc1ccc(S(=O)(=O)N2CCN(Cc3ccccc3)CC2)cc1,3.3,-5.6,3.1,6.7,5.5%,-29.9,-3.6,-0.6,-7.0%
Cc1cc(NC(=O)COc2coc(CN3CCN(c4ccccc4)CC3)cc2=O)no1,x,-3.1,-4.2,0.6,1.4%,13.2,-8.1,0.0,x
Nc1nnc(CSCc2ccc(F)cc2)s1,x,2.1,-7.2,2.1,-1.0%,3.7,-1.7,0.4,u
CCOC(=O)c1cc(NCc2cccs2)ccc1N1CCOCC1,2.9,0.7,-13.0,0.6,3.6%,2.4,-3.5,0.8,-2.7%
Cc1cc(=O)oc2cc(OCC(=O)OCC(=O)NC3CC3)ccc12,2.0,-2.7,-12.1,5.0,-3.6%,-18.0,0.7,0.1,1.2%
CCc1ccc(NC(=O)C(C)OC(=O)c2cccc(S(=O)(=O)N3CCc4ccccc4C3)c2)cc1 (stereo not drawn),6.7,4.3,9.0,6.8,0.7%,-4.5,1.2,-0.8,-13.0%
CCOC1(c2ccccc2)OC(=O)c2ccccc21 (stereo not drawn),5.5,-0.4,13.4,0.8,0.0%,11.7,-1.4,-0.4,1.1%
COc1ccc(OC)c(-c2nnc3n2N=C(c2ccc(OC)c(OC)c2)CS3)c1,x,9.3,x,2.9,24.9%,-6.7,3.0,-0.7,-14.9%
CCC(=O)c1ccc(OCC(O)CN2C(=O)NC(C)(C)C2=O)cc1 (stereo not drawn),-2.5,0.3,x,0.7,-0.1%,5.6,x,0.2,-6.9%
O=S(=O)(c1cc(Cl)cc(Cl)c1O)N1CCC2(CC1)OCCO2,-7.7,1.3,-7.8,1.5,2.4%,30.5,-3.9,-0.8,-3.4%
C=C(C)COc1ccc2c(C)c(CC(=O)N3C[C@H]4C[C@@H](C3)c3cccc(=O)n3C4)c(=O)oc2c1C,7.5,0.2,x,2.7,0.6%,4.8,-1.8,-0.6,-11.0%
Cc1ccc2cccc(NC(=O)COc3cc(C)c(Cl)c(C)c3)c2n1,0.4,0.3,x,0.7,-1.0%,5.9,4.7,1.9,-1.9%
O=C(Cc1ccccc1)N/N=C/c1cc(Br)cc(Cl)c1O,-24.6,-3.4,-62.8*,17.2,9.7%,-17.6,-10.5,1.1,-1.2%
COCCn1c(SCC(=O)N2CCc3ccccc3C2)nc2cc(Cl)ccc2c1=O,-2.0,1.1,9.9,0.3,-0.2%,4.4,3.8,-0.1,-15.6%
COc1ccccc1OCC(=O)NCCS(=O)(=O)N1CCN(c2ccc(F)cc2)CC1,-11.6,-0.7,-20.9,1.7,-0.6%,-6.4,-2.9,-0.5,-11.8%
CCC(C)(C)NC(=O)Cc1ccccc1OC,-3.1,-0.4,-6.1,1.0,-0.9%,4.6,-6.2,0.5,-23.3%
C=CCn1c(SCC(=O)NCc2ccc3c(c2)OCO3)nc2scc(-c3ccc(F)cc3)c2c1=O,-5.9,-10.4,-9.1,5.9,0.5%,-18.6,-7.4,-0.5,-11.7%
CC(=O)N1CCN(CC(=O)Nc2cc(F)ccc2C)CC1,4.1,-0.6,15.2,-0.4,1.5%,-10.9,-1.9,0.5,-1.9%
O=C1CSC(c2cn(-c3ccccc3)nc2-c2cc3ccccc3oc2=O)N1Cc1ccco1 (stereo not drawn),10.8,9.1,-1.7,4.8,5.2%,0.5,6.6,0.1,-18.7%
CN(C(=O)COC(=O)CSCc1cccc(Cl)c1)c1c(N)n(Cc2ccccc2)c(=O)[nH]c1=O,17.0,6.0,-10.9,5.8,0.8%,1.6,6.5,0.3,x
COc1cc(S(=O)(=O)NCCN2CCOCC2)ccc1-n1cnnn1,x,-1.8,-6.2,2.4,4.3%,-9.0,-0.9,-0.5,-0.4%
CCCCc1c(O)nc(SCC(=O)c2ccccc2)n(-c2ccccc2OC)c1=O,-2.0,-7.2,-13.3,2.5,1.0%,2.7,0.6,-0.2,3.1%
Cc1nc(-c2ccc(S(=O)(=O)Nc3ccc(Br)cc3F)cc2)co1,2.6,4.9,-1.2,3.6,-2.8%,3.9,-0.8,0.0,-10.1%
Cc1ccccc1Nc1scc(-c2ccc(Cl)cc2)[n+]1-c1ccccc1C,-5.1,-4.5,-15.2,4.7,1.6%,3.9,1.1,-0.3,-0.2%
OCCN1CCN(Cc2cc(Br)cc(Br)c2O)CC1,x,10.9,-6.9,4.5,-0.8%,4.7,-0.6,0.5,5.5%
Cc1cc(C)nc(NC(=O)c2ccc(Br)s2)n1,-1.1,-0.2,5.2,4.0,1.4%,3.0,0.5,0.1,-17.5%
Cc1cc(N2CCC(C)CC2)nc2ccc(NC(=O)CCC(=O)N3CCN(c4ccccc4F)CC3)cc12,-0.4,2.0,-13.8,-0.6,3.1%,9.6,-0.2,-0.5,348.7%[activator]
Cc1ccc2nc(Cl)c3cc(C(=O)NCCCN4CCCC4)sc3c2c1,-12.8,0.9,-13.6,-0.6,2.1%,-17.6,6.5,0.0,-8.2%
O=C(NCc1ccccn1)c1nc(Cn2ccc([N+](=O)[O-])n2)no1,1.4,-0.2,7.4,3.9,3.2%,1.4,-7.6,0.2,-9.7%
COc1ccccc1C(=O)Nc1ccc(-c2nc3cc(C)cc(C)c3o2)cc1,-3.7,8.2,-4.9,11.4,3.2%,-7.3,-3.4,-0.5,30.7%
CCOC(=O)CN(c1cccc(C(C)=O)c1)S(C)(=O)=O,4.6,-3.8,6.8,-0.9,0.0%,-1.9,-5.7,0.2,-0.7%
O=C(O)c1cc(S(=O)(=O)N2CCCCC2)ccc1Cl,-6.2,1.0,-2.4,3.7,-1.3%,-5.0,-0.8,-0.2,5.8%
COc1ccc(NC(=O)C(=O)NCCN2CCN(C(=O)c3ccc(C)cc3)CC2)cc1,-21.6,-1.1,3.8,0.8,-0.1%,-9.1,x,-0.6,-0.1%
COc1ncccc1-c1nnn(-c2ccccc2)n1,11.1,-0.5,x,7.3,-0.3%,30.1,0.2,-0.4,-13.8%
CCN(c1cccc(C)c1)S(=O)(=O)c1ccc(N2CCCCS2(=O)=O)cc1,3.0,5.4,x,11.3,0.3%,-19.2,-6.3,-0.3,-11.4%

# 4 entries from above, with values under each structure.
# Sequence of screens – D2 potentiator, TRHR enhancer, RXFP1 antagonist, D1 ag, RXFP1 ag, D1 antagonist, D1 potentiator, TRHR agonist, Anesthetic bind
- Cc1ccccc1Nc1scc(-c2ccc(Cl)cc2)[n+]1-c1ccccc1C
 : -5.1, -4.5, -15.2, 4.7, 1.6%, 3.9, 1.1, -0.3, -0.2%
- OCCN1CCN(Cc2cc(Br)cc(Br)c2O)CC1
 : x, 10.9, -6.9, 4.5, -0.8%, 4.7, -0.6, 0.5, 5.5%
- Cc1cc(C)nc(NC(=O)c2ccc(Br)s2)n1
 : -1.1, -0.2, 5.2, 4.0, 1.4%, 3.0, 0.5, 0.1, -17.5%
- Cc1cc(N2CCC(C)CC2)nc2ccc(NC(=O)CCC(=O)N3CCN(c4ccccc4F)CC3)cc12
 : -0.4, 2.0, -13.8, -0.6, 3.1%, 9.6, -0.2, -0.5, 348.7%[activator]

# Back to the main list; the 2 compounds before the break are reprinted first.
SMILES,D2 potentiator,TRHR enhancer,RXFP1 antagonist,D1 ag,RXFP1 ag,D1 antagonist,D1 potentiator,TRHR agonist,Anesthetic bind
COc1ncccc1-c1nnn(-c2ccccc2)n1,11.1,-0.5,x,7.3,-0.3%,30.1,0.2,-0.4,-13.8%
CCN(c1cccc(C)c1)S(=O)(=O)c1ccc(N2CCCCS2(=O)=O)cc1,3.0,5.4,x,11.3,0.3%,-19.2,-6.3,-0.3,-11.4%
COc1ccc(C(=O)NC2CCCc3c2cnn3-c2cc(F)cc(F)c2)c(OC)n1 (stereo not drawn),-6.1,-4.0,25.0,2.6,-1.4%,6.0,-1.6,0.8,-1.5%
Cc1ccc(S(=O)(=O)N2CCCCC2)cc1C(=O)OC(C)C(=O)NC1CCCCC1C (stereo not drawn),2.7,-8.8,-5.5,3.4,0.9%,-11.9,-4.5,0.1,x
COc1ccc(C2Nc3ccccc3-c3cc(C)nn32)c(OC)c1 (stereo not drawn),x,18.0,-22.2,0.6,0.3%,-2.6,-8.2,-0.7,-10.1%
Nc1c(Cl)cc2c(c1Oc1ccccc1)C(=O)c1ccccc1C2=O,-2.6,-1.9,-1.2,2.8,2.0%,-5.2,12.2,2.5,u
O=C(OCC(=O)N1CCCC1=O)c1ccc(Cl)cc1[N+](=O)[O-],10.1,9.8,4.3,0.5,1.2%,1.9,-2.0,0.4,x
CCNS(=O)(=O)c1ccc(NC(=O)CC(C)c2ccccc2)cc1 (stereo not drawn),-1.8,-5.3,8.8,3.6,1.2%,-5.2,4.3,-0.8,-13.6%
O=C(CCS(=O)(=O)c1cc(Br)cc2c1N(C(=O)C1CC1)CC2)Nc1ccc(Br)cc1F,13.7,-3.1,2.9,-0.9,-2.2%,11.6,-1.2,0.1,0.7%
O=C(CCl)N1N=C(c2cccs2)CC1c1ccco1 (stereo not drawn),4.0,-2.4,-8.0,2.7,-2.4%,-9.5,-0.3,-0.9,-10.3%
